Assay outcomes from PubChem BioAssay.
HCV NS3 hel inh: blocks Hepatitis C virus NS3 helicase unwinding; 290,000 tested, 0.56% active; NS3 helicase DNA unwinding, Cy5 molecular beacon fluorescence; inhibition, % at 10.9 µM;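 active = inhibition above the mean of all tested compounds plus 3 SD, set per campaign, cut at about 35% in these data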;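 note: 0% = DMSO wells and 100% = thioflavine S control wells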
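Control set: DMSO versus 110 µM thioflavine S; Material: NS3 helicase fragment of HCV; Measured by: Cy5 fluorescence at 0 and 60 min, beacon hairpin quenching; Read-out basis: percent inhibition from t60/t0 fluorescence ratio; Times: reaction time 60 min, 25 °C; Repeats: single replicate; Compound dosing: single dose, 10.9 µM nominal final, DMSO 0.8% final.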
V1aR counter: V1a receptor agonism, counter-screen for OXTR agonists; AID 2797; CHO-V1R cells, Fluo-8 calcium fluorescence, agonist mode; 0% DMSO, 100% 3 nM vasopressin; activation, % at 3 µM; 320,000 tested, 0.25% active; P37288;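 active = activation above the mean activation of all tested compounds plus 3 SD, per screening run, cut at about 20% in these data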;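 note: signal is peak over basal fluorescence ratio across a 100 second FLIPR read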
Target sequence (P37288 whole entry, looked up): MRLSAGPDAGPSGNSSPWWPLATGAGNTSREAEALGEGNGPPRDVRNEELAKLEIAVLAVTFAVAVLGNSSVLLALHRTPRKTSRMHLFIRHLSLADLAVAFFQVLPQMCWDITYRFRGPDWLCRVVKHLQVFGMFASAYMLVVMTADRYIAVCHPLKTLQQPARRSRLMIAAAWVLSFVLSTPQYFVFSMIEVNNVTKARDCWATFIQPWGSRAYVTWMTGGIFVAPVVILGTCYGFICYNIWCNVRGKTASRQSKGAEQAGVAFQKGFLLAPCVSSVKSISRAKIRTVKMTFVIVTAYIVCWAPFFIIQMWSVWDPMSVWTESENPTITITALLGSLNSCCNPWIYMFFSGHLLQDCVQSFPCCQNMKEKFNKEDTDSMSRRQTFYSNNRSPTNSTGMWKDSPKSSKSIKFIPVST
GalR3 antag: antagonists of human GalR3. O60755. HEK293 GalR3-CNG cAMP membrane potential fluorescence; galR3 body fused to GalR1 C-terminus. inhibition, % at 3 µM. 360,000 tested, 0.44% active;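 active = inhibition above the screen-wide average plus 3 SD, cut at about 13% in these data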;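 note: forskolin and galanin both at EC90 stimulate the cells; cAMP rise reported by CNG channel membrane potential dye signal; 0% = forskolin plus galanin with DMSO and 100% = forskolin alone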
DNA FID counter: fluorescent intercalator displacement, NS3 helicase counter-screen | DNA fluorescent intercalator displacement, fluorescence | inhibition, % at 7.9 µM | 290,000 tested, 0.17% active | AID 1845; in the data active = inhibition above about 37%;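 note: 0% = vehicle and 100% = reference compound; higher means more ethidium bromide displaced from hairpin DNA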
GPR7 antagonist: human neuropeptides B/W receptor 1 antagonism. P48145. GPR7-expressing cells, fluorescence antagonist assay. inhibition, % at 4.4 µM. 290,000 tested, 1.1% active. AID 1861; in the data active = inhibition above about 16%, passing the limit was not always enough;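 note: cells stimulated with the agonist NPW; 0% = agonist with vehicle and 100% = vehicle without agonist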
Target sequence (P48145 whole entry, looked up): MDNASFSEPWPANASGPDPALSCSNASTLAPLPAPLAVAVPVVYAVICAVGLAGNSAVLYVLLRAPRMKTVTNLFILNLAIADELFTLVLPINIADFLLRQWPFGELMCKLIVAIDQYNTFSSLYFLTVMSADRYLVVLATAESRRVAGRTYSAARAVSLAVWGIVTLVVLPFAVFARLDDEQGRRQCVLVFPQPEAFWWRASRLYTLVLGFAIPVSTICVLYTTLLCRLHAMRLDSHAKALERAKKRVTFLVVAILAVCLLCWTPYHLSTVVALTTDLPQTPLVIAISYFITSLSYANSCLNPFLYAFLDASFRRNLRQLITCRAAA
OXTR agonist: agonists of human oxytocin receptor. activation, % at 3 µM. CHO-OTR cells, Fluo-8 calcium fluorescence; normalized: DMSO 0%, oxytocin 100%. 320,000 tested, 0.32% active;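 active = activation above the mean of all tested compounds plus 3 SD, cutoff set per screening run, cut at about 20% in these data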;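 note: peak over basal fluorescence ratio from a 100 s FLIPR kinetic read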
PHOSPHO1 block: inhibitors of human PHOSPHO1 phosphatase. Q8TCT1. recombinant PHOSPHO1, absorbance phosphatase assay. inhibition, % at 13.3 µM. 290,000 tested, 1.1% active. AID 1565; in the data active = inhibition above about 60%
Target sequence (Q8TCT1 whole entry, looked up): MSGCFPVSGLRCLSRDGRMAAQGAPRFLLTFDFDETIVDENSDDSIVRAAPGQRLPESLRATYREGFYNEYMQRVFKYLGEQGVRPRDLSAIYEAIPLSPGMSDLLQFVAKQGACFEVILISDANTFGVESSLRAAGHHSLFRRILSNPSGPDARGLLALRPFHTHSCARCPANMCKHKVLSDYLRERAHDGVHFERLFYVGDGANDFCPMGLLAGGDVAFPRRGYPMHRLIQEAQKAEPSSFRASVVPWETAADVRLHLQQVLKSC
VIM-2 inh: inhibitors of Pseudomonas aeruginosa VIM-2 metallo-beta-lactamase. 290,000 tested, 0.89% active. purified VIM-2, nitrocefin hydrolysis, epi-absorbance fluorescence. inhibition, % at 5.6 µM;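 active = inhibition above the mean of all tested compounds plus 3 SD, cutoff set per screening run, cut at about 7.5% in these data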;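 note: red hydrolysis product quenches plate fluorescence so inhibitors raise well fluorescence; 0% = enzyme with DMSO and 100% = DMSO without enzyme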
IMP-1 inh: blocks Pseudomonas aeruginosa IMP-1 metallo-beta-lactamase; purified IMP-1, nitrocefin hydrolysis, epi-absorbance fluorescence; inhibition, % at 5.6 µM; 290,000 tested, 0.45% active;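 active = inhibition above the mean plus 3 SD of all compounds in the same screening run, cut at about 4.5% in these data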;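 note: 0% = IMP-1 with DMSO and 100% = DMSO wells lacking enzyme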
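assay system = purified recombinant IMP-1 metallo-beta-lactamase enzyme | schedule = 15 min preincubation plus 25 min reaction at 25 °C | signal = Epi-absorbance fluorescence, 480 nm excitation, 530 nm emission | read-out basis = percent inhibition from optical density relative to buffer-blank wells | controls = IMP-1 with DMSO as 0%, enzyme-free DMSO as 100%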
* marks the source's active call; other numbers are inactive results; nt = not tested or not shown.

SMILES	HCV NS3 hel inh	V1aR counter	GalR3 antag	DNA FID counter	GPR7 antagonist	OXTR agonist	PHOSPHO1 block	VIM-2 inh	IMP-1 inh
CCCCn1c(N)c(N(CC)C(=O)CCNC(=O)NC23CC4CC(CC(C4)C2)C3)c(=O)[nH]c1=O	0	-0.1	5	-35	-11	0.5	29	-3.3	-2.2
Fc1ccc(CSc2ncnc3scc(-c4ccccc4)c23)cc1	2	0.6	-2	-6	-8	0.8	7	-5.1	-2.7
Cc1csc(NC(=O)c2cncc(Br)c2)n1	1	0.0	-3	-5	-9	-0.1	30	0.3	-1.2
O=C(Cc1ccccc1)NNc1ccc2ccccc2c1	-1	-0.2	-6	-4	-1	-2.1	-53	-1.4	-1.8
CSc1nnc(N2C(=O)C(O)=C(C(=O)c3ccc(C)o3)C2c2ccc(C)cc2)s1 (stereo unspecified)	11	11	-7	-32	2	0.2	28	-0.3	0.7
Cc1cccc(-c2noc(CCc3ccccc3)n2)c1	5	0.2	2	-5	-4	-1.6	0	-2.8	0.2
Cn1c(SCC(=O)N2c3ccccc3Sc3ccccc32)nc2ccccc21	-9	-0.1	-5	-31	1	-1.1	-12	-6.5	-5.8
NC(=O)CC(NC(=O)c1cccc(Br)c1)c1ccc(NC2CCN(Cc3ccccc3)CC2)c([N+](=O)[O-])c1 (stereo unspecified)	-36	0.2	-4	6	8	0.0	-2	-0.5	0.3
Cc1cc(-c2ccccc2C(=O)NCc2ccccc2)on1	-1	-0.6	-3	2	-14	-0.6	24	-2.1	-3.5
COc1ccc(/C=C/C(=O)N(CC(C)C)CC(C)C)cc1Br	-3	-0.9	-5	-13	7	-1.1	7	0.8	-2.0
O=C(Nc1ccccc1)c1snc2c(=O)[nH]cnc12	-7	3.2	-2	4	-1	2.4	29	-1.9	-2.6
COc1ccccc1CNC(=O)C(C)n1nc(C)n2c(cc3occc32)c1=O (stereo unspecified)	5	1.6	-6	-23	-15	-0.2	-36	-3.6	-3.3
COc1ccc(N(C(=O)c2csnn2)C(C(=O)NC2CCCC2)c2ccccc2)cc1 (stereo unspecified)	3	0.2	-4	-40	-18	-0.8	22	-1.7	-1.2
CCOC(=O)c1c(N)sc(C(=O)N(C)C)c1CN1CCOCC1	2	-0.4	-6	-1	-6	0.2	8	-2.1	-6.7
CCNC(=O)CC1SC(=Nc2ccccc2C)N(C)C1=O (stereo unspecified)	21	0.1	-5	-8	-2	0.1	11	0.7	-1.4
COc1ccccc1N1CCN(C(=O)C(OC(C)=O)c2ccccc2)CC1 (stereo unspecified)	-2	-0.5	-3	-33	-6	3.2	-2	-1.9	-5.6
CCOC(=O)CSc1ccc(-c2nc3ccccc3[nH]2)cn1	14	2.8	-8	-6	14	1.0	6	1.0	2.4
CCN(CC)C(=O)Oc1ccc2c(=O)c(-c3ccc(OC)cc3)coc2c1	-8	4.3	-6	-28	-13	4.9	-8	-3.2	-2.9
CCOC(=O)/C(=C/c1ccc(OC)cc1)NC(=O)c1ccco1	-2	0.4	4	2	0	3.1	-15	0.7	-0.6
COc1ccc(N2CC(C(=O)Nc3nnc(SCc4ccccn4)s3)CC2=O)cc1 (stereo unspecified)	-3	-0.1	0	-33	-9	-0.6	3	-1.7	-2.8
Cc1ccccc1OCC(=O)N1CCCc2ccccc21	3	-0.8	-5	-18	-1	-2.5	-1	0.1	-2.0
COc1ccc(NC(=O)CCCC2CCCCC2)c(OC)c1	0	nt	-1	-33	15	nt	-16	-1.4	-2.7
CC(OCCN1CCCC1)(c1ccc(F)cc1)c1ccc(F)cc1	-10	2.0	-7	9	14	4.3	14	-1.8	-1.2
O=C(O)COCC(=O)Nc1ccc2c(c1)ncn2CCc1ccccc1	9	0.5	-12	-4	-17	-0.3	20	-1.9	-4.1
COc1ccc(OCCN2C(=O)c3ccccc3C2=O)c([N+](=O)[O-])c1	8	2.0	-2	-15	-15	-0.5	28	-3.4	-3.6
COc1ccc(NC(=O)c2ccccc2NC(=O)c2ccccc2C(=O)O)c(OC)c1	-10	-0.3	2	-6	6	-1.1	20	-2.3	-0.4
Cc1cc(C)n(/N=C/c2ccc(O)cc2)c(=O)c1C#N	7	1.7	-6	2	-4	2.7	5	-2.2	-1.9
COc1ccccc1C(=O)N1CCN(c2cccc(C(F)(F)F)c2)CC1	1	5.0	-6	-25	4	4.6	3	-3.2	-2.3
O=C(NNC(=O)C1CC1c1ccccc1)c1ccccc1[N+](=O)[O-] (stereo unspecified)	-6	-0.3	0	4	-12	2.1	-16	-1.0	-2.6
Cc1ccsc1/C=C(\C#N)C(=O)NC1CCS(=O)(=O)C1 (stereo unspecified)	4	-0.4	-6	17	-3	0.8	2	-0.2	-0.5
O=C(NCC1(c2ccccc2)CCCC1)C(=O)NCC1(c2ccccc2)CCCC1	-2	nt	-4	4	-11	nt	-20	-2.6	-3.9
COc1ccccc1Nc1nc(N)nc(CSC(=S)N2CCN(c3ccccc3)CC2)n1	-5	1.1	-7	-5	-4	0.2	28	-3.3	-2.7
Cc1ccc(NC(=S)NNc2ccc([N+](=O)[O-])cc2S(=O)(=O)Nc2ccccc2C(=O)O)cc1C	20	0.9	-6	4	-6	-0.7	-14	-2.3	-0.5
O=C(NC1=NCCS1)c1ccccc1OCc1ccc(F)cc1	5	-0.7	-5	-6	-5	-2.1	24	-0.9	-2.6
CCCCCC/C=C/c1ccc(OC)c([C@H]2[C@H]3C=CC[C@@H](C)[C@@H]3C(=O)N2Cc2ccccc2)c1	nt	-0.5	-3	nt	nt	0.6	22	nt	nt
CCOC(=O)C1=C(C)NC(=S)NC1c1ccc(OCC(=O)N2CCCCC2)cc1 (stereo unspecified)	-1	0.6	-10	-32	6	-0.4	12	-0.6	-1.5
O=C(NCCN1C(=O)CSC1=O)c1ccccc1	4	1.5	-1	4	1	0.4	-7	0.1	-0.8
Cc1cc(NC(=O)CSc2nc3sc4c(c3c(=O)n2C)CCCC4)no1	-10	0.1	-5	0	8	0.2	22	-3.8	-1.1
CC(=Nc1ccccc1)Nc1ccccc1	-3	0.0	-4	1	-8	0.3	20	-3.0	-2.3
c1ccc(-c2nnc(Cn3c4ccccc4c4nc5ccccc5nc43)o2)cc1	0	nt	-2	0	-9	nt	nt	-3.6	-2.0
Cc1nnc2c(NCCc3ccccc3)nc3ccccc3n12	-15	-0.3	-10	-33	-15	-2.0	28	4.5	-1.1
COc1ccc(NC(=O)Cc2nnc(SCC(=O)NC3CCCC3)n2C)cc1	10	0.3	-7	-8	-9	-0.1	14	-2.8	-3.3
Cn1c(Cl)c(C(=O)Nc2ccccc2)c2ccccc21	-5	-0.5	-2	-9	10	-2.2	22	0.7	-2.0
COc1cccc(OCc2nc(-c3ccc(Br)o3)no2)c1	1	-1.1	-7	-16	9	-0.9	16	-1.7	-2.8
Cc1cc2ccccc2c(=O)n1CC(=O)Nc1ccc2c(c1)OCO2	6	2.5	1	-6	-1	-1.3	-20	0.1	-2.6
O=C(O)/C=C\C(=O)NNC(=O)c1cc(-c2ccccc2)n[nH]1	5	1.1	-7	-8	-2	0.9	-10	-2.5	-3.4
CC(C)OCCCNC(=O)C(=O)NCCCOC(C)C	10	0.1	-3	-4	-2	0.7	19	-7.0	-1.5
COC(=O)[C@H](Cc1ccccc1)NC(=O)N1CC(C)OC(C)C1 (stereo partly specified)	-8	3.5	4	-1	-4	-0.1	-10	0.0	-1.4
CCc1ccc(OCCCC(=O)O)c(Br)c1	7	0.8	-3	-7	-10	1.0	-34	-1.0	-0.7
COC(=O)c1ccc(C(=O)N(CCN(C)C)c2nc3c(Cl)cccc3s2)cc1	-13	0.4	1	-4	-3	0.7	1	-2.5	0.2
O=C(Nc1ccccc1C(=O)NCc1ccco1)NC1CCCCC1	-1	-0.5	5	-10	-5	-1.8	4	-0.9	0.0
Cc1ccc(S(=O)(=O)Oc2ccc(/C=N/NC(=O)c3nn(C)cc3[N+](=O)[O-])cc2)cc1	4	1.2	-5	2	15	2.8	1	-2.2	-1.6
CCSc1nnc(NC(=O)CN(C)S(=O)(=O)c2ccc(F)cc2)s1	5	1.6	-7	-16	-14	2.7	23	-4.8	-3.5
CC(C)(C)C(=O)CC(=O)Nc1ccc(Cl)c(N)c1	-4	0.1	-2	2	-3	0.5	1	-1.7	-2.2
COc1ccccc1N/N=C/c1c(CO)cnc(C)c1O	-8	0.6	-4	15	-6	0.9	4	-1.1	-2.1
CCOC(=O)C(NC(=O)c1cccnc1)(Nc1cccc(C)n1)C(F)(F)F (stereo unspecified)	9	0.6	3	3	11	0.1	23	2.1	0.4
CC(Cc1ccccc1)NC(=O)/C=C/c1ccc([N+](=O)[O-])cc1 (stereo unspecified)	-12	2.2	-2	0	5	1.0	1	-4.4	-3.8
COc1cc(CNCCO)cc(Br)c1OCc1ccccc1	-13	5.2	-9	32	7	5.5	30	-3.6	-3.8
CC(=O)C1=C(O)C(=O)N(Cc2ccccc2)C1c1ccc(Br)cc1 (stereo unspecified)	41*	0.7	-9	-29	11	-0.2	20	-1.2	-0.8
Cc1cc(N=Cc2c(O)n(-c3ccc(C)c(C)c3)c(=O)c3ccccc23)no1	-7	nt	0	-14	-4	nt	-5	-1.1	-1.3

Molecules above containing bromine:
SMILES	HCV NS3 hel inh	V1aR counter	GalR3 antag	DNA FID counter	GPR7 antagonist	OXTR agonist	PHOSPHO1 block	VIM-2 inh	IMP-1 inh
Cc1csc(NC(=O)c2cncc(Br)c2)n1	1	0.0	-3	-5	-9	-0.1	30	0.3	-1.2
NC(=O)CC(NC(=O)c1cccc(Br)c1)c1ccc(NC2CCN(Cc3ccccc3)CC2)c([N+](=O)[O-])c1 (stereo unspecified)	-36	0.2	-4	6	8	0.0	-2	-0.5	0.3
COc1ccc(/C=C/C(=O)N(CC(C)C)CC(C)C)cc1Br	-3	-0.9	-5	-13	7	-1.1	7	0.8	-2.0
COc1cccc(OCc2nc(-c3ccc(Br)o3)no2)c1	1	-1.1	-7	-16	9	-0.9	16	-1.7	-2.8
CCc1ccc(OCCCC(=O)O)c(Br)c1	7	0.8	-3	-7	-10	1.0	-34	-1.0	-0.7
COc1cc(CNCCO)cc(Br)c1OCc1ccccc1	-13	5.2	-9	32	7	5.5	30	-3.6	-3.8
CC(=O)C1=C(O)C(=O)N(Cc2ccccc2)C1c1ccc(Br)cc1 (stereo unspecified)	41*	0.7	-9	-29	11	-0.2	20	-1.2	-0.8
